High-throughput results from PubChem BioAssay.
OX1R antag: human HCRTR1 antagonism | AID 434989 | inhibition, % at 5 µM | O43613 | CHO/OX1R cells, Fluo-8 calcium fluorescence, orexin A | hit rate 0.43% among 330,000;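 active means inhibition above its plate's threshold, mean inhibition of all tested compounds on the plate plus 3 SD, cut at about 37% in these data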;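 further: 0% = orexin A challenge wells and 100% = SB-334867-A antagonist wells; not every result past the cut was called active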
Target sequence (O43613 whole entry, looked up): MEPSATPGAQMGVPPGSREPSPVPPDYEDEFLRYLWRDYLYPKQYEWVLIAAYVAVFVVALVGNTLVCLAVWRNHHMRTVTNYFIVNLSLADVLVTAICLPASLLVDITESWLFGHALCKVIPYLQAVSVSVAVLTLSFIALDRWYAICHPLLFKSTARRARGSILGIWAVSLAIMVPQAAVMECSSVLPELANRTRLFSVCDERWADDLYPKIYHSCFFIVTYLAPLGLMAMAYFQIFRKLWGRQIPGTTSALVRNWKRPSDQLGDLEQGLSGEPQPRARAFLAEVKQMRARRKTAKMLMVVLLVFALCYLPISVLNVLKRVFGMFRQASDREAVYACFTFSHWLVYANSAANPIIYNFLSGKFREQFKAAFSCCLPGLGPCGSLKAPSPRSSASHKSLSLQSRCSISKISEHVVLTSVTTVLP
CHT allo act: allosteric activators of human choline transporter CHT; Q9GZV3; CHT-expressing cells, membrane potential dye, choline EC20; hits give high values; LV-AA mutant CHT in HEK293 cells; B-score at 10 µM; hit rate 0.49% among 310,000; AID 488977;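 active means initial fluorescence not abnormally high and integrated response B-score, plate-corrected, over 3 SD above library mean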
Target sequence (Q9GZV3 whole entry, looked up): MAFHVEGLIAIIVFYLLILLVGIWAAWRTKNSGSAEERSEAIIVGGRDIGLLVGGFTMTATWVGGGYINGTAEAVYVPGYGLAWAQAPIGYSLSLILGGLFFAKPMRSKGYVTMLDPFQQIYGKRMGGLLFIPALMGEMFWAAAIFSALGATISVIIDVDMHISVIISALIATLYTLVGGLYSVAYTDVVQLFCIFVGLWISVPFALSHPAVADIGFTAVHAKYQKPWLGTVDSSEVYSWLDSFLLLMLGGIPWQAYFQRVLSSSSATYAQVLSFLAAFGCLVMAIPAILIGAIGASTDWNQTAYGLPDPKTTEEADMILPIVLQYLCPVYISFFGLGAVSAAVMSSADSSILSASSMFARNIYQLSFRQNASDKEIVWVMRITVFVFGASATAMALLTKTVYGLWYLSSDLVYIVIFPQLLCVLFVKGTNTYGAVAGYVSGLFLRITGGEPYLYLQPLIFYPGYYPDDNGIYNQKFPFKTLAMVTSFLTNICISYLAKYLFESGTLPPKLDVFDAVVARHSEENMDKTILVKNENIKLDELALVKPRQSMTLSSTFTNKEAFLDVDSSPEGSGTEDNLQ
* = called active by the depositor; & = joins results of further samples. Compounds were not picked by outcome; about 0.8% have a hit in one of these screens.

CNC(=O)COC(=O)c1c2c(nc3ccccc13)CCC2 was read as OX1R antag -5.7 and CHT allo act inactive.
`COc1cc(O)oc1C=Nc1ccc(C(=O)O)cc1` gave OX1R antag 13.6 and CHT allo act inactive.
`O=C1CC(c2ccccc2F)C2=C(COC2=O)N1` (configuration not stated) gave OX1R antag 16.4 and CHT allo act inactive.
`C[n+]1c2n(c3ccccc31)N=C(c1ccccc1)CS2` gave OX1R antag -13.6&-39.4 and CHT allo act 7.09*.
Screening Cc1ccc(NC(=O)CSCc2n[nH]c(=O)[nH]2)c(Br)c1 returned OX1R antag -9.9 and CHT allo act inactive.
For Cc1cccc(N(C)S(=O)(=O)c2csc(C(N)=O)c2)c1 the results were OX1R antag -18.9 and CHT allo act inactive.
Cc1cccc(NC(=S)N(CCN2CCOCC2)Cc2cc3cc4c(cc3[nH]c2=O)OCCO4)c1 was read as OX1R antag -33.5 and CHT allo act inactive.
`Cc1nc(SCC(=O)c2ccc(Cl)cc2)c([N+](=O)[O-])[nH]1` gave OX1R antag -6.5 and CHT allo act inactive.
`CC(C)CC1Nc2ccc(C(=O)NCCCN3CCCCC3C)cc2NC1=O` (configuration not stated) gave OX1R antag -2.0 and CHT allo act inactive.
Screening Fc1ccc2nc(N3CCOCC3)sc2c1 returned OX1R antag -4.9 and CHT allo act inactive.
CCOC(=O)/C(N=O)=C(\O)C1CCN(C(=O)OCC)CC1 was read as OX1R antag -7.5 and CHT allo act inactive.
Screening C/C(Cc1ccccc1)=N\NC(=O)CNC(=O)c1cccc(F)c1 returned OX1R antag -15.7 and CHT allo act inactive.

5 entries from above, arranged by number of heavy atoms, highest first.
`CC(C)CC1Nc2ccc(C(=O)NCCCN3CCCCC3C)cc2NC1=O` (configuration not stated) gave OX1R antag -2.0 and CHT allo act inactive.
Screening C/C(Cc1ccccc1)=N\NC(=O)CNC(=O)c1cccc(F)c1 returned OX1R antag -15.7 and CHT allo act inactive.
CNC(=O)COC(=O)c1c2c(nc3ccccc13)CCC2 was read as OX1R antag -5.7 and CHT allo act inactive.
`Cc1nc(SCC(=O)c2ccc(Cl)cc2)c([N+](=O)[O-])[nH]1` gave OX1R antag -6.5 and CHT allo act inactive.
Screening Fc1ccc2nc(N3CCOCC3)sc2c1 returned OX1R antag -4.9 and CHT allo act inactive.

(list continues)
COc1ccc(CCNC(=O)CSc2nnnn2-c2ccc(OC)c(OC)c2)cc1OC was read as OX1R antag -25.5 and CHT allo act inactive.
Cc1[nH]c2ccc(-c3n[nH]c(=S)n3-c3ccc(Br)cc3)cc2c1C was read as OX1R antag -13.7 and CHT allo act inactive.
Screening CCOC(=O)c1c(NC(=O)CCCN2CCOCC2)sc2c1CC(C)(C)OC2 returned OX1R antag -28.4 and CHT allo act inactive.
COc1cc(/C=N/NC(=O)c2ccc3c(c2)OCCO3)cc(Br)c1O was read as OX1R antag -4.5 and CHT allo act inactive.
Screening CCOc1ccc(C(=O)N2CCc3cc(OC)c(OC)cc3C2)cc1OCC returned OX1R antag -35.8 and CHT allo act inactive.
CCN1CCN(C(=S)Nc2ccc([N+](=O)[O-])cc2)CC1 was read as OX1R antag -11.3 and CHT allo act inactive.
COc1ccccc1-c1ccc(Nc2cccc(C(F)(F)F)c2)nn1 was read as OX1R antag -20.3 and CHT allo act inactive.
For O=C(NCc1ccco1)C(=O)NCC1OCCCN1S(=O)(=O)c1ccc(Cl)cc1 (configuration not stated) the results were OX1R antag -16.1 and CHT allo act inactive.
For COC(=O)N/N=C(\C)c1ccc(OC(F)F)cc1 the results were OX1R antag -11.3 and CHT allo act inactive.
O=C(NCCc1ccccc1)C(=O)c1c(-c2ccccc2)cc2ccccn12 was read as OX1R antag -25.6 and CHT allo act inactive.
Screening CCCC(NC(=O)c1ccc(Br)o1)c1nc2ccccc2[nH]1 (configuration not stated) returned OX1R antag -16.9.
For O=C(Nc1ccc(Cl)cc1N1CCOCC1)C1CC1 the results were OX1R antag -6.6 and CHT allo act inactive.
`O=C(O)C(Cc1ccccc1)N1C(=O)/C(=C/c2cccnc2)SC1=S` (configuration not stated) gave OX1R antag -5.8 and CHT allo act inactive.
`COC(=O)N/N=C/c1ccc(-c2ccc(Cl)cc2Cl)o1` gave OX1R antag -12.5 and CHT allo act inactive.
O=C(O)CCCn1cc(NC(=O)COc2ccc([N+](=O)[O-])cc2)cn1 was read as OX1R antag -8.3 and CHT allo act inactive.
For O=C(CCC1CC(=O)Nc2ccccc21)NCc1ccccc1 (configuration not stated) the results were OX1R antag -21.0 and CHT allo act inactive.
COC(=O)c1cccc(NC(=O)c2ccco2)c1 was read as OX1R antag -13.3 and CHT allo act inactive.
`CCOC(=O)N1CCN(C(=O)c2ccc3c(SCC(=O)O)c4c(nc3c2)CCCC4)CC1` gave OX1R antag -13.5 and CHT allo act inactive.
For CCN(CC)CCCN1CC(O)=C(c2nc3ccccc3s2)C1=N the results were OX1R antag -4.6 and CHT allo act inactive.
CC1=N/C(=C/c2ccc([N+](=O)[O-])cc2)C(=O)N1c1ccc(Cl)cc1Cl was read as OX1R antag -5.2 and CHT allo act inactive.
`O=C(Nc1ccc2c(c1)OCO2)C1CCCCN1S(=O)(=O)c1ccccc1` (configuration not stated) gave OX1R antag -13.4 and CHT allo act inactive.
For CC(CC(=O)OCC(=O)NCc1ccc(Cl)cc1)c1ccccc1 (configuration not stated) the results were OX1R antag -9.4.
For Nc1cc(=O)[nH]c(SCCSc2ccccc2)n1 the results were OX1R antag -0.6 and CHT allo act inactive.
`O=c1c2[nH]c3ccc(Br)cc3c2ncn1CCCn1ccnc1` gave OX1R antag -28.7 and CHT allo act inactive.
Screening O=C(NCCc1ccccc1)C1=COCCO1 returned OX1R antag -9.1 and CHT allo act inactive.
`Cc1ccc(SCCC(=O)N(C)C)cc1` gave OX1R antag -4.7 and CHT allo act inactive.
`N=C(N)c1ccc(N)cc1` gave OX1R antag 4.2 and CHT allo act inactive.
Screening CC(=O)c1c(C)[nH]c(C(=O)CN2CCN(S(=O)(=O)c3ccc(C(C)C)cc3)CC2)c1C returned OX1R antag 38.4.
Screening CCN(CC)S(=O)(=O)c1ccc(C(=O)Oc2cc(C)[nH]c(=O)c2[N+](=O)[O-])cc1 returned OX1R antag -9.6 and CHT allo act inactive.
COc1ccc(C(=O)NCc2cccnc2)cc1S(=O)(=O)N1CCOCC1 was read as OX1R antag 2.5 and CHT allo act inactive.
Cc1nnc2sc(SCc3cccc(Cl)c3)nn2c1=O was read as OX1R antag -1.8 and CHT allo act inactive.
For S=C(NCc1ccccc1Cl)NC1CCCC1 the results were OX1R antag -5.6 and CHT allo act inactive.
Screening COc1cccc(C(=O)Nc2ccc(N3CCN(S(C)(=O)=O)CC3)cc2)c1 returned OX1R antag -2.7 and CHT allo act inactive.
For Cc1cc(C(=O)N/N=C/c2ccccn2)n[nH]1 the results were OX1R antag -2.9 and CHT allo act inactive.
Cc1ccc(C(=O)NNC(=O)CSc2n[nH]c(-c3cccnc3)n2)cc1 was read as OX1R antag -18.3 and CHT allo act inactive.
Screening CCN(CCn1cccn1)C(=O)c1ccc(OC2CCN(C(=O)COC)CC2)cc1 returned OX1R antag -10.9 and CHT allo act inactive.
Screening Cc1ccc(C(=O)N/N=C(\CC(C)C)c2ccccc2)cc1 returned OX1R antag -18.2 and CHT allo act inactive.
Screening COCCN1C(=O)N[C@@H](c2ccccc2)[C@H](C(=O)OC)[C@H]1C returned OX1R antag -7.8 and CHT allo act inactive.
`Cc1ccc(NC(=O)c2c(C)noc2-c2snnc2C)cc1` gave OX1R antag -26.8 and CHT allo act inactive.
CC(=O)/C=C(\C)Nc1ccccc1O was read as OX1R antag 1.4 and CHT allo act inactive.
`CN(C)S(=O)(=O)c1cccc(NC(=O)c2ccc(COc3ccccc3)cc2)c1` gave OX1R antag 29.3 and CHT allo act inactive.
For O=C(Nc1nccs1)c1ccccn1 the results were OX1R antag 3.1 and CHT allo act inactive.
`COc1ccc(CC(=O)Nc2cccc(C(=O)Nc3ccccc3C(=O)O)c2)cc1OC` gave OX1R antag -0.8 and CHT allo act inactive.
`S=C(Nc1ccccc1)Nc1ccc(Br)cn1` gave OX1R antag 8.5 and CHT allo act inactive.
Screening CCOC(=O)Cc1nn(C(C)C)c(=O)c2ccccc12 returned OX1R antag -10.0 and CHT allo act inactive.
O=C(N/N=C/c1c(Cl)[nH]c2ccccc12)c1ccc2c(c1)OCCO2 was read as OX1R antag 2.9 and CHT allo act inactive.
`c1ccc(CC2CNc3ccccc3CN2)cc1` (configuration not stated) gave OX1R antag 13.8 and CHT allo act inactive.
For CCOC(=O)c1c(-c2ccc(C)cc2)csc1NC(=O)CCN1CC(C)OC(C)C1 (configuration not stated) the results were OX1R antag -61.1 and CHT allo act inactive.
`COc1ccc(CC(=O)NC(C)c2nnc(SCc3nc4ccccc4c(=O)[nH]3)n2C)cc1` (configuration not stated) gave OX1R antag -10.1 and CHT allo act inactive.
Screening Cc1cccc(CC(C)NC(=O)c2cc(COc3ccc(C)c(C)c3)on2)n1 (configuration not stated) returned OX1R antag -24.5 and CHT allo act inactive.
For COc1ccc(OC)c(-c2cc(C(=O)Nc3c(C)nn(Cc4ccccc4Cl)c3C)no2)c1 the results were OX1R antag -30.4 and CHT allo act inactive.
`O=C(CC(CC(=O)c1ccc(Br)cc1)c1cccnc1)c1ccc(Br)cc1` gave OX1R antag -16.5 and CHT allo act inactive.
Screening CS(=O)(=O)N1CCN(c2ncnc3c2cnn3-c2ccccc2)CC1 returned OX1R antag -5.1 and CHT allo act inactive.
CN(Cc1ccccc1)S(=O)(=O)c1ccc2[nH]cc(C(=O)NCC3CCCO3)c(=O)c2c1 (configuration not stated) was read as OX1R antag -16.2 and CHT allo act inactive.
For C=CC[C@H](CC(=O)NCCO)C(=O)N[C@@H](COC(=O)[C@@H](CC=C)CC(=O)OC(C)(C)C)Cc1c[nH]c2ccccc12 the results were OX1R antag -28.2.
For COc1ccc(-n2nc(C(=O)NCC(=O)NCCCN3CCN(C)CC3)c3ccccc3c2=O)cc1OC the results were OX1R antag -2.7 and CHT allo act inactive.
Screening Cc1cccc(NC(=O)c2nc[nH]c2C(=O)NCC(=O)OCc2ccccc2)c1 returned OX1R antag -18.0 and CHT allo act inactive.
`CCCCc1cc(O)c(CCCC)c(O)c1` gave OX1R antag 102.2* and CHT allo act inactive.
CCOC(=O)c1c(S(=O)(=O)N2CCN(c3ccc(F)cc3)CC2)c(C)n(C)c1C was read as OX1R antag -1.7 and CHT allo act inactive.
`COc1ccc(S(=O)(=O)N2CCC(C(=O)Nc3ccc(F)cc3)CC2)c2cccnc12` gave OX1R antag -17.6 and CHT allo act inactive.
Screening COc1nc(Nc2cccc(C(F)(F)F)c2)nc(OC)n1 returned OX1R antag -9.5 and CHT allo act inactive.
Screening C=CCn1c(N)cc(=O)nc1SCC(=O)Nc1cccc2ccccc12 returned OX1R antag -24.3 and CHT allo act inactive.
`Cc1ccc(NC(=O)C(OC(=O)c2ccc(F)cc2)c2ccccc2)cc1Cl` (configuration not stated) gave OX1R antag -11.7 and CHT allo act inactive.
Screening O=C(COC(=O)CNC(=O)c1ccc(Cl)cc1Cl)NC1CC1 returned OX1R antag -1.4.
`CN(C)c1ccc(C(=O)OCC(=O)NCCCc2ccccc2)cc1` gave OX1R antag -28.4 and CHT allo act inactive.
`Cc1ccc(-n2[nH]c(C)c(/C=N/NC(=O)c3ccc([N+](=O)[O-])cc3)c2=O)c(C)c1` gave OX1R antag -17.4 and CHT allo act 7.5*.
Screening COc1ccc(/C=C2/SC(=S)N(CCCC(=O)N3CCN(C)CC3)C2=O)cc1 returned OX1R antag -24.8 and CHT allo act inactive.
`Cc1sc2ncn(CC(=O)N3CCN(c4ccccc4F)CC3)c(=O)c2c1S(=O)(=O)N1CCOCC1` gave OX1R antag -14.3 and CHT allo act inactive.
CCCc1cc(=O)[nH]c(=S)[nH]1 was read as OX1R antag -15.3 and CHT allo act inactive.
CC(C)OP(=O)(OC(C)C)C(Nc1ccccc1)c1cccc2c1OCO2 (configuration not stated) was read as OX1R antag -34.7 and CHT allo act inactive.
Screening NC(=O)c1cccnc1Oc1ccc(Cl)cc1 returned OX1R antag -1.9 and CHT allo act inactive.
`COCCNC(=O)CN(C(=O)CCC(=O)Nc1cc(C)on1)c1cccc(C)c1C` gave OX1R antag -14.7 and CHT allo act inactive.

Continued; it opens with the 3 that closed the last part.
CC(C)OP(=O)(OC(C)C)C(Nc1ccccc1)c1cccc2c1OCO2 (configuration not stated) was read as OX1R antag -34.7 and CHT allo act inactive.
Screening NC(=O)c1cccnc1Oc1ccc(Cl)cc1 returned OX1R antag -1.9 and CHT allo act inactive.
`COCCNC(=O)CN(C(=O)CCC(=O)Nc1cc(C)on1)c1cccc(C)c1C` gave OX1R antag -14.7 and CHT allo act inactive.
Cc1ccc(OCc2ccc(C(=O)Nc3nccs3)o2)cc1 was read as OX1R antag -18.5 and CHT allo act inactive.
For COC(=O)CSc1ncnc2scc(-c3ccccc3)c12 the results were OX1R antag -8.8 and CHT allo act inactive.
CCOC(=O)CN1C2=NCCN2c2ccccc21 was read as OX1R antag -5.3 and CHT allo act inactive.
For O=C(O)C1CC=CCC1C(=O)N1CC=C(c2ccccc2)CC1 (configuration not stated) the results were OX1R antag -19.0 and CHT allo act inactive.
Cc1cc(C)n(-c2nc(-c3cccc(Cl)c3)cs2)n1 was read as OX1R antag 41.4* and CHT allo act inactive.
For COc1ccc(C(=O)NC(C)c2ccc(-n3ccnc3)cc2)c(OC)c1 (configuration not stated) the results were OX1R antag -20.0 and CHT allo act inactive.
`COc1cccc(C(c2c(C)[nH]n(-c3ccccc3)c2=O)c2c(C)[nH]n(-c3ccccc3)c2=O)c1OC` gave OX1R antag -7.0 and CHT allo act inactive.
Screening O=C(OCc1cc2ccccc2[nH]c1=O)c1ccco1 returned OX1R antag 8.4 and CHT allo act inactive.
CSc1nc2nccc(-c3ccc(Cl)cc3)n2n1 was read as OX1R antag -12.1 and CHT allo act inactive.
For COc1ccc(S(=O)(=O)N2CCCC(C(=O)NC3CC3)C2)cc1OC (configuration not stated) the results were OX1R antag -24.6 and CHT allo act inactive.
